MITF inh = blocks human microphthalmia-associated transcription factor; O75030; AlphaScreen MITF homodimerization, bead proximity signal; inhibition, % at 2.6 µM; 0.91% of 650,000 active; AID 1259374; in the data active means inhibition above about 50%;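 further: 0% = vehicle wells with protein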
FBW7 act = activators of human E3 ligase FBW7 | normalized activity (activation), % at 26.1 µM | AID 1259310 | Q969H0 | AlphaScreen FBW7–phospho-cyclin E peptide binding, activator screen | 0.13% of 650,000 active; in the data active means normalized activity above about 1.9%;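 further: purified mutant Fbw7 with reduced substrate affinity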
Target sequence (Q969H0 whole entry, looked up): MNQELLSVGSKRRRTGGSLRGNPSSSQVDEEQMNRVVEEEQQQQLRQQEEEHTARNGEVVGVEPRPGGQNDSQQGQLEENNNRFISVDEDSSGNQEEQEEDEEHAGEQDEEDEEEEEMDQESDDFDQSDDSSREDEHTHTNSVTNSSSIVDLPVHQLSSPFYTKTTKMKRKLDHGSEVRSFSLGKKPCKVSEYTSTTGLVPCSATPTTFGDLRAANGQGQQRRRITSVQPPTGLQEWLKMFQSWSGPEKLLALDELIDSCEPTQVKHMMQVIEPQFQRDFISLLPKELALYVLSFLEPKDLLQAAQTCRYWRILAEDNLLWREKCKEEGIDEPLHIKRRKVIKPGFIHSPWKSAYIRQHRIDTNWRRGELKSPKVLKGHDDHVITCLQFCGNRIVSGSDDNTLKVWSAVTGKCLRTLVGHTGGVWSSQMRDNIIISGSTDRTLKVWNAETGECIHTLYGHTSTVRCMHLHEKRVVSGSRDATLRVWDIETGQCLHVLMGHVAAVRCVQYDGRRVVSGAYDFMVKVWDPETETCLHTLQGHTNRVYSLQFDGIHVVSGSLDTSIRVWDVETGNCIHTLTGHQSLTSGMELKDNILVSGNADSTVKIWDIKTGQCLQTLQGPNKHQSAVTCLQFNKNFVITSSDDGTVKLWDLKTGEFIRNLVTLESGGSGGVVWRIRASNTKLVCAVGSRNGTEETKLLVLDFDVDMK
GPR151 ag = human GPR151 activation | Q8TDV0 | 1% of 650,000 active | activation, % at 11.2 µM | PathHunter beta-arrestin GPR151 cells, luminescence; in the data active means activation above about 4.9%;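 further: 0% = median of compound wells and 100% = cells with positive control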
TEAD-YAP inh = TEAD-YAP interaction inhibition; HEK-TIYL cells, TEAD-Gal4/YAP UAS-luciferase luminescence; inhibition, % at 9.12 µM; 1.4% of 640,000 active; in the data active means inhibition above about 32%;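 further: 0% = median of test compound wells and 100% = reference inhibitor wells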
* = called active by the depositor. No enrichment for hits. About 3.4% of those tested had a hit in this group.

SMILES	MITF inh	FBW7 act	GPR151 ag	TEAD-YAP inh
COCCNC(=O)C1c2ccccc2C(=O)N(C2CCCCC2)C1c1ccc(OC)cc1 (stereo not drawn)	-2	0.0	0.1	-3
O=C(Nc1ccc2c(c1)OCO2)c1noc2c1CCc1ccccc1-2	-3	0.0	1.5	-46
CC(C)(C)c1csc(N/N=C/c2ccc(O)cc2)n1	16	0.0	-0.1	-25
CC(C)Oc1cccc(C(=O)NC(=S)Nc2ccccc2C(N)=O)c1	4	-0.2	-1.2	-18
COc1ccc(-c2nn(-c3ccccc3C)cc2CN2CCNC(=O)CC2)cc1F	0	0.1	-1.3	-27
O=C(Nc1ccc(F)cc1)C(c1ccccc1)N(Cc1cccs1)C(=O)c1cnccn1 (stereo not drawn)	-6	0.1	1.2	-6
CC(C)CCNC(=O)CN(C(=O)CCC(=O)Nc1ccccn1)C1CCCCC1	3	0.0	0.1	16
O=C1CC(c2ccccc2)CC(O)=C1C=NCCc1ccccn1 (stereo not drawn)	15	0.0	-1.4	1
COc1ccc(CN2CC(=O)N(c3ccc(C)cc3C)C2=S)cc1OC	-9	0.0	-1.3	-21
Oc1cccc(Nc2nc(-c3ccncc3)cs2)c1	6	-0.2	-0.9	3
Cc1c(C#N)c(=O)ncn1-c1ccc(Cl)cc1	-4	0.1	-0.3	0
O=C(O)c1cc(-c2cc(O)ccc2O)nc2ccccc12	24	0.1	-0.3	19
COC(=O)Cn1cc(S(=O)(=O)Nc2ccc(Cl)cc2)c2cc([N+](=O)[O-])ccc21	6	0.1	-0.5	8
COc1ccc(NC(=O)CSc2nc3ccccc3nc2Cc2cccc([N+](=O)[O-])c2)cc1Cl	18	-0.1	-0.7	0
COc1cc(/C=C2\SC(=O)N(c3cccc(Cl)c3)C2=O)ccc1OCC(=O)O	-13	0.0	1.0	-4
CCC(C)(C)NC(=O)COc1ccc2c(C)cc(=O)oc2c1	1	0.0	0.0	-8
CN(C(=O)CSc1nnc2n(C)c(=O)c3ccccc3n12)C1CCCCC1	-12	-0.1	-0.6	-3
COc1cccc(CNc2c(-c3ccc(Cl)cc3)c(=O)c2=O)c1	3	0.0	0.0	-5
COc1ccccc1NC(=O)CCC(=O)Nc1ccccc1OC	0	-0.1	-1.1	2
CCc1nc2sc3c(c2c(=O)o1)CCCC3	-3	0.0	-0.8	0
COc1ccc(C2C(C(=O)N3CCCC3)c3ccccc3C(=O)N2C)cc1 (stereo not drawn)	17	0.3	2.0	-3
O=C(Nc1ccccc1)c1oc2ccccc2c1Cl	12	0.0	-1.3	-21
Nc1c(C(=O)Nc2ccc(Br)cc2)nnn1Cc1ccc(F)cc1	-6	-0.3	0.2	-10
CCOc1ccc(NC(=O)CN2N=NC3C(=O)N(c4ccc(C)cc4)C(=O)C32)cc1 (stereo not drawn)	11	-0.1	-0.9	20
COc1ccc(/C=C/C(=O)NCC(=O)N/N=C/c2cc(Br)ccc2OC)cc1	7	-0.1	2.4	20
Cc1ccc(N2C(=O)c3n[nH]c(C)c3C2c2ccc(O)cc2)cc1 (stereo not drawn)	-1	-0.3	-1.1	-18
CSc1ccc(C(=O)N2CCN(c3ccccc3)CC2)cc1	5	-0.1	-1.0	6
CCN(CC)c1ccc(/C=N/NC(=O)c2cc(O)c(O)c(O)c2)c(O)c1	19	-0.5	-0.6	3
CCc1cccc(C)c1NC(=O)C1CCCN(S(C)(=O)=O)C1 (stereo not drawn)	7	0.0	-1.5	-3
COc1ccc(OC)c(NC(=O)c2cccc([N+](=O)[O-])c2C)c1	3	0.1	-0.8	4
CCOc1ccc(-n2cc(C(=O)NC3CCCC(C)C3C)c3cc(OC)c(OC)cc3c2=O)cc1 (stereo not drawn)	-20	0.0	1.1	8
COCc1cccc(NS(=O)(=O)c2cc([N+](=O)[O-])ccc2C)c1	-10	-0.2	1.4	-10
CC(NS(=O)(=O)c1ccc(F)cc1)C(=O)Nc1ccc(Cl)c(C(F)(F)F)c1 (stereo not drawn)	11	-0.1	-0.1	-9
CCOC(=O)c1cc2c(n(-c3ccc(Cl)c(Cl)c3)c1=O)CC(C)(C)CC2=O	26	1.1	1.6	4
COc1ccccc1C(=O)Nc1cc(Cl)c(O)c(Cl)c1	-2	0.0	-1.4	-17
Cc1cc(C)n2nc(CC(=O)N3CCC(O)(c4ncccc4C)CC3)nc2n1	-8	-0.4	1.5	-1
O=C(COc1ccccc1)Nc1nnc(S(=O)(=O)Nc2ccccc2)s1	0	-0.2	2.2	-6
CCOc1ccc(NC(=O)CCCn2sc3ccccc3c2=O)cc1	6	-0.1	2.6	6
NC(=O)c1ccc(NC(=O)COC(=O)c2cnccn2)cc1	10	-0.1	0.1	5
CC(=O)C(C)(C)OC(=O)Nc1nccs1	10	0.0	-0.2	5
Cc1c(C(=O)OCC(=O)Nc2ccc(S(N)(=O)=O)cc2)oc2c1ccc1ccccc12	1	0.0	0.1	-2
Cc1cccc(C)c1NC(=O)NC1(C(=O)NCC2CCCO2)CCCCC1 (stereo not drawn)	2	0.1	-0.4	0
CCc1ccc(N2C(=O)CN(Cc3ccccc3)C2=S)cc1	-2	-0.1	0.3	-5
COc1ccccc1N1CCN(C(=O)c2sc3ncn(CC(=O)Nc4ccc(C)c(Cl)c4)c(=O)c3c2C)CC1	7	-0.1	1.4	1
Cc1ccc(N(Cc2ccc(C(=O)NCCOc3ccccc3C(C)C)cc2)S(C)(=O)=O)cc1C	-1	-0.1	2.1	32
CSCCNc1nc2nonc2nc1N1CCOCC1	11	0.0	0.6	1
CCOc1cc(-c2ccc(OCc3ccccc3)c(OC)c2)cc(=O)c2c(C)oc(C)c12	17	0.1	-1.0	8
Cc1ccccc1-c1nnc(-c2ccc(-c3ccccc3)cc2)o1	0	0.0	1.8	1
CC1C(c2ccc(F)cc2)=[N+]([O-])C(C)(c2ccc([N+](=O)[O-])cc2)N1O (stereo not drawn)	7	0.3	3.2	3
CC(C)CNC(=O)CC(=O)N/N=C/c1ccccc1	-7	-0.4	0.3	-5
CCOC(=O)CSc1nnc2c(n1)[nH]c1ccc(C(C)C)cc12	12	0.1	-0.8	9
CCCC(=O)Nc1nnc(SCc2ccccc2)s1	3	0.0	-2.0	-9
COc1ccc(C2CCN(CC(N)=O)CC2)cc1	10	0.1	-0.1	5
O=C1CCC(CCNCc2cccc(C(F)(F)F)c2)N1CCc1cccs1 (stereo not drawn)	-19	0.1	-0.5	-2
O=C1CC(N2CCN(c3cccc(Cl)c3)CC2)C(=O)N1c1ccc(F)cc1 (stereo not drawn)	16	0.1	-0.6	-14
C=CCN1C(=O)CC(Nc2ccc(N3CCCCC3)cc2)C1=O (stereo not drawn)	22	-0.8	0.8	-8
CC(C(=O)OCC(=O)c1ccc(Cl)cc1)N1C(=O)c2ccccc2C1=O (stereo not drawn)	3	0.2	1.0	1
O=C1CSC(c2cccc(Cl)c2Cl)N1c1ccc(Br)cn1 (stereo not drawn)	-4	-0.1	-1.9	11
N#CC1=C(N)NC(SCC(=O)c2ccc(Cl)cc2)=C(C#N)C12CCCC2	3	-0.1	1.6	1
Cc1ccc2nc(NC(=O)CSc3nccc(=O)[nH]3)sc2c1	18	0.3	-5.9	11

Remaining list, next part
SMILES	MITF inh	FBW7 act	GPR151 ag	TEAD-YAP inh
O=C(COC(=O)CCn1c(=O)oc2cc([N+](=O)[O-])ccc21)Nc1ccc(F)cc1	4	0.0	0.3	1
COC(=O)c1sc2ccccc2c1NC(=O)c1cc2ccccc2oc1=O	21	0.2	1.0	-5
CCCN(CCC)c1nc(N)c(C#N)c(CC#N)c1C#N	-8	0.0	0.6	-15
Nc1ncnc(N2CCN(Cc3ccccc3)CC2)c1[N+](=O)[O-]	13	0.1	-2.9	1
COc1ccc(Cl)cc1S(=O)(=O)N1CCN=C1c1ccccc1	8	1.1	-0.7	-13
COc1ccc(C2=NN(S(=O)(=O)c3ccccc3)C(c3ccc(C)cc3)C2)cc1OC (stereo not drawn)	-11	-0.1	-0.1	-12
O=[N+]([O-])c1ccc(CSC2=NCCCN2)cc1	-2	0.1	0.7	-1
O=C(NCCN1Cc2ccccc2OC(c2ccccc2F)C1)c1cncs1 (stereo not drawn)	8	0.1	0.2	4
Cc1nc2c(C)cccn2c1C(=O)NCc1ccc(Cl)nc1	0	-0.2	0.3	-6
Fc1ccc(-c2cc(NCCCN3CCOCC3)nc(-c3cccnc3)n2)cc1	9	0.4	0.0	6
COc1cc2c(cc1OC)-c1nnnn1C(C)(C)C2	2	-0.1	2.1	-1
Cc1ccc(S(=O)(=O)Nc2ccc3[nH]c(=O)[nH]c3c2)cc1	-14	0.2	0.6	-5
O=C1CCCN2N=C(SCC(=O)NCCc3ccccc3)SC2=N1	7	0.1	-0.1	1
O=C(NCc1ccc(F)cc1)c1cc(-c2ccc(F)cc2)on1	1	-0.1	-0.6	9
COCCNC(=O)/C(=C\c1ccc(N(C)C)cc1)NC(=O)c1ccc(C)cc1	12	0.3	-0.3	-8
COc1ccccc1C(=O)N(c1ccc(Cl)cc1)C1C=CS(=O)(=O)C1 (stereo not drawn)	9	0.7	-0.5	-19
CCN(CC)C(=O)c1c[nH]c2ccc(S(=O)(=O)N(C)c3ccc(Br)cc3)cc2c1=O	13	1.0	-0.1	3
COC(=O)c1ccc(NC(=O)CN2CCCCC2)cc1	-4	0.0	0.4	-3
CC1CC(=O)N(CC(=O)Nc2ccc(F)cc2)c2ccccc2S1 (stereo not drawn)	15	0.2	0.3	-1
CC1Cc2ccccc2N1C(=O)CN1C(=O)NC(Cc2c[nH]c3ccccc23)C1=O (stereo not drawn)	19	0.7	0.2	9

Whole records from above.
Profile of O=C(COC(=O)CCn1c(=O)oc2cc([N+](=O)[O-])ccc21)Nc1ccc(F)cc1 → MITF inh = 4; FBW7 act = 0.0; GPR151 ag = 0.3; TEAD-YAP inh = 1
Profile of CCCN(CCC)c1nc(N)c(C#N)c(CC#N)c1C#N → MITF inh = -8; FBW7 act = 0.0; GPR151 ag = 0.6; TEAD-YAP inh = -15

Copied from the results shown (two entries):
SMILES	MITF inh	FBW7 act	GPR151 ag	TEAD-YAP inh
COCCNC(=O)C1c2ccccc2C(=O)N(C2CCCCC2)C1c1ccc(OC)cc1 (stereo not drawn)	-2	0.0	0.1	-3
O=C(Nc1ccc2c(c1)OCO2)c1noc2c1CCc1ccccc1-2	-3	0.0	1.5	-46

The results go on:
SMILES	MITF inh	FBW7 act	GPR151 ag	TEAD-YAP inh
COc1ccc(C(=O)Nc2ccc(S(=O)(=O)N3CCC(C)CC3)cc2)cc1	13	0.2	0.3	6
O=C1C2C3C=CC(CC3)C2C(=O)N1c1cc(C(F)(F)F)ccc1Cl (stereo not drawn)	16	0.1	-1.1	9
CCOC(=O)COc1nc(C)c(Br)c(OC)n1	16	0.5	0.5	2
CS(=O)(=O)N(CC(=O)N1CCCCC1)Cc1ccccc1	8	0.1	-0.7	-3
CCC(=O)c1ccc(N2CCN(C(=O)c3c(F)c(F)cc(C)c3Cl)CC2)c(F)c1	-1	0.0	3.8	3
O=C(Cn1cnnn1)N1CCC(c2nc3sc4c(c3c(=O)[nH]2)CCCC4)CC1	1	-0.2	0.1	-2
COc1cccc(-c2ccc(NC(=O)C3CCCN(C(=O)CCSC)C3)cc2)c1 (stereo not drawn)	7	0.0	1.0	-6
COc1cccc(OC)c1C(=O)NCCc1ccc(S(N)(=O)=O)cc1	5	0.1	0.4	6
CN(C)C(CNC(=O)Cc1cccs1)c1ccccc1Cl (stereo not drawn)	9	-0.1	-0.8	-1
C/C(=N\NC(=O)CCC(=O)Nc1ccccc1C)c1ccc(O)cc1O	13	0.2	-0.2	7
Cc1c(NC(=O)/C=C/C(=O)O)cccc1[N+](=O)[O-]	13	0.2	0.2	-4
CNC(=O)C1CCC(Cn2c(=O)c3sccc3n(Cc3ccc(F)cc3Cl)c2=O)CC1 (stereo not drawn)	-5	0.0	0.8	5
CN1CCN(c2nc(-c3cccc(C(=O)NCCO)c3)cnc2N)CC1	11	0.0	1.0	7
CCSc1nnc(C2CCN(Cc3nnnn3Cc3ccccc3)CC2)n1C	-12	0.4	-1.1	-9
CC(CCO)Nc1nc2c(c(=O)n(C)c(=O)n2C)n1Cc1ccc(Br)cc1 (stereo not drawn)	3	0.1	0.9	-18
O=C(NCCC1=CCCCC1)c1ccc2c(=O)n(C3CCCCC3)c(SCc3cccc(Cl)c3)nc2c1	26	0.0	0.9	3
CCCCc1c(O)nc2n(c1=O)CCCS2	3	0.9	0.2	12
OCCC1CN(Cc2cccc(F)c2)CCN1Cc1ccc(F)cc1 (stereo not drawn)	1	-0.1	-0.4	-9
COC(=O)c1ccccc1N=Nc1c(N)[nH]n(-c2ccccc2)c1=O	11	-0.2	-1.8	-9
CCOC(=O)Cc1c(C)nc2cc(-c3ccc(C(C)(C)C)cc3)[nH]n2c1=O	-1	0.1	-0.9	-3

As entered above:
Result for `Cc1ccc2nc(NC(=O)CSc3nccc(=O)[nH]3)sc2c1` under MITF inh: 18
Result for `CCOc1ccc(NC(=O)CCCn2sc3ccccc3c2=O)cc1` under GPR151 ag: 2.6
Result for `Cc1c(NC(=O)/C=C/C(=O)O)cccc1[N+](=O)[O-]` under MITF inh: 13
Result for `O=C1CCC(CCNCc2cccc(C(F)(F)F)c2)N1CCc1cccs1` (stereo not drawn) under FBW7 act: 0.1
Result for `COc1cccc(OC)c1C(=O)NCCc1ccc(S(N)(=O)=O)cc1` under GPR151 ag: 0.4
Result for `COC(=O)Cn1cc(S(=O)(=O)Nc2ccc(Cl)cc2)c2cc([N+](=O)[O-])ccc21` under TEAD-YAP inh: 8

Compound activity: PubChem BioAssay, The Scripps Research Institute Molecular Screening Center
